Compound activity deposited in PubChem by several laboratories.
Ins promoter up: MIN6 insulin promoter up-regulation | MIN6 insulin promoter-GFP reporter, high-content imaging; active compounds read high | z-score at 5 µM | 0.3% of 190,000 active | AID 1625;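 active means z-score above 3 at 5 µM with at least 500 cells counted in the well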
Dynein transport: blocks dynein driven cargo transport along microtubules. 3617.4 mouse cells, GR-EGFP nuclear translocation imaging; test concentration mostly 20 µM; stimulated with dexamethasone, 1 µM; active compounds read low. AID 1381. 0.47% of 220,000 active. z-score, hits read low;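 active means plate z-score of nuclear minus cytoplasmic receptor signal below a set negative limit, without overly bright fluorescence or cell loss, cut at about -3.5 in these data, passing the limit was not always enough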;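 further: z-score of nuclear minus cytoplasmic ring GR-EGFP intensity difference per well; some compounds called inactive have numbers as strong as hits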
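Buffer or medium: tet-free medium with charcoal-stripped serum / Also added: dexamethasone agonist, 1.0 µM final, for 30 min / Timing: induction 48 h, compound 1 h, agonist 30 min / Measured by: high-content fluorescence imaging after fixation / Read-out: nuclear-to-cytoplasmic GR-EGFP distribution per well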
Autophagy HCS: alters autophagy in cells | 0.98% of 190,000 active | AID 463193 | calls only at 10 µM (by protocol) | MEF GFP-LC3 puncta imaging; test concentration mostly 10 µM;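 active means percentage of spot-positive cells more than 3 SD above its plate mean, without a fluorescence outlier flag or 80% toxicity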;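 further: spot-positive cell cutoff set from DMSO-treated cells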
Hep lipid drop: modulators of hepatic lipid droplet formation; 0.4% of 240,000 active; inhibition, % at 6.5 µM; AML12 mouse hepatocytes, oleate lipid droplets, BODIPY imaging;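 active means lipid droplet intensity inhibited by at least 50%, with more than 500 cells counted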
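Test system: AML12 hepatocytes (mouse); reagent: oleate loading, 100 µM; dosing: one dose, 6.5 µM compound; incubation: overnight exposure; signal: fluorescence imaging, 20x objective, two fields per well; read-out basis: % inhibition of corrected integrated BODIPY droplet signal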
b-catenin transl: beta-catenin nuclear translocation modulation | 0.3% of 190,000 active | HeLa beta-catenin nuclear translocation, immunofluorescence imaging | nuclear translocation activity, % at 5 µM | AID 1665;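 active means nuclear translocation activity above 50% at 5 µM, with a well cell count of 50 or more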;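 further: per-cell ratio of nuclear to cytoplasmic median beta-catenin stain intensity; plate controls were DMSO negative control for no effect and GSK-3 inhibitor IX positive control for full effect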
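System: HeLa cells, endogenous beta-catenin; compound dosing: 5 µM primary single dose, 0.1% DMSO, 0.02–20 µM confirmation series; incubation: 24 h compound exposure at 37°C, 5% CO2; signal: beta-catenin immunofluorescence imaging with DAPI; evaluation: % activation, nuclear-to-cytoplasmic median beta-catenin signal ratio per cell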
Salmonella PhoP GFP: inhibitors of PhoP regulon expression, primary screen, Salmonella Typhimurium, GFP reporter (AID 1863); 0.16% of 300,000 active; inhibition, % at 50 µM; hits with a dose series show IC50 in µM; S. Typhimurium PhoP-regulated promoter GFP reporter, 4 h; higher % means a stronger effect;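 active means inhibition over 29.93%, a cutoff 3 SD above the screen mean, later confirmed by dose response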;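 further: 0% = low Mg2+ inducing control and 100% = high Mg2+ repressing control; strong numbers were not always called active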
CSM14.1 death rescue: rescue of cells from ER stress-induced death, primary screen, 384-well, CSM14.1, thapsigargin, ATP luminescence (AID 1222); CSM14.1 thapsigargin-induced death rescue, ATP luminescence; higher % means a stronger effect; one-dose cellular ATP content (survival), % at 20 µM; EC50 in µM for titrated hits; 190,000 tested, under 10 active;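 active means EC50 below 50 µM in the dose-response confirmation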;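 further: death triggered by thapsigargin at about 15 µM added after 2 h compound pretreatment; cell ATP read after overnight thapsigargin exposure of roughly 18 to 22 hours; normalized against plate controls of thapsigargin alone and 5% DMSO vehicle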
MT stabilizer: microtubule stabilization, imaging screen. % tubulin-high responders, % at 10 µM. 0.83% of 200,000 active. HeLa tubulin immunostaining HCS, 24 h; share of cells brighter than vehicle mean+2SD;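 active means plate Z-score above 3 for both tubulin-high and condensed-nucleus cell shares, with cell loss under 80%, at 10 µM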;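 further: anti alpha tubulin signal scored within the nucleus-defined area of each cell; some results filed as inactive read as strong as hits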
T cell HTS: T cell immune modulation candidate. 2C CD8+ T cell-vesicle binding, flow cytometry; active compounds read low. calls only at 7 µM. 0.068% of 330,000 active;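 active means response, share of CD8 T cells binding vesicles, and their 90th percentile fluorescence all below set limits, cut at about 80% in these data, passing the limit was not always enough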
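Assay system: 2C TCR transgenic mouse naive CD8+ T cells, MACS-purified | Read-out: CD8+ gate FL2 mean fluorescence as % of same-row positive control | Signal: High-throughput flow cytometry with anti-B7-1 and anti-CD8 staining | Timing: Binding step 1.5 h, 37 °C, antibody labelling 20 min, ice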
Dynein transport cytoplasmic EGFP: recorded beside Dynein transport, whose call it bears; z-score; measured here: cytoplasmic GR-EGFP intensity; active compounds read high
Dynein transport nuclear GR-EGFP: further read-out of Dynein transport, marked with its call; z-score; measured here: nuclear GR-EGFP intensity;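 lower value marks the stronger effect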
Dynein transport cell count: further read-out of Dynein transport, marked with its call; z-score; measured here: cell count per field
Ins promoter up cell count: also measured in Ins promoter up; calls as there; cell count; measured here: cytotoxicity, nuclei count;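 total cells summed across four imaged fields per well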
Hep lipid drop cells 6.5 µM: further read-out of Hep lipid drop, marked with its call; cell count; measured here: cell count, cytotoxicity flag;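 cells counted across two imaged fields per well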
b-catenin transl cell count 5 µM: recorded beside b-catenin transl, whose call it bears; cell count; measured here: cell count, cytotoxicity flag
T cell HTS vesicle-bound %: further read-out of T cell HTS, marked with its call; double positive events, %; measured here: CD8+ vesicle-bound cell fraction;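 binding gate set so that unloaded-vesicle control wells show 10% double positive cells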
MT stabilizer Hoechst-high %: second read-out of MT stabilizer, no call of its own (marks repeat the call); % Hoechst-high responders; measured here: nuclear condensation Hoechst responders;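 share of cells brighter than vehicle mean plus two SD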
MT stabilizer cytotoxicity %: recorded beside MT stabilizer, whose call it bears; toxicity, %; measured here: cytotoxicity by cell density;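 0% = mean cell density of plate MIN control wells and 100% = no cells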
Autophagy HCS cell loss 18 h: recorded beside Autophagy HCS, whose call it bears; toxicity, %; measured here: cell loss, nuclei count;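 cell loss after 18 h compound exposure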
The depositor's hits bear a star; i = inactive; / = not tested or not shown.

SMILES | Ins promoter up | Ins promoter up cell count | Dynein transport | Dynein transport cytoplasmic EGFP | Dynein transport nuclear GR-EGFP | Dynein transport cell count | Autophagy HCS | Autophagy HCS cell loss 18 h | Hep lipid drop | Hep lipid drop cells 6.5 µM | b-catenin transl | b-catenin transl cell count 5 µM | Salmonella PhoP GFP | CSM14.1 death rescue | MT stabilizer | MT stabilizer Hoechst-high % | MT stabilizer cytotoxicity % | T cell HTS | T cell HTS vesicle-bound %
Cc1ccc(S(=O)(=O)c2nc(-c3cccs3)oc2SCC(N)=O)cc1 | 0.62 | 1633 | 0.33 | -0.19 | 0.49 | 0.18 | i | -1 | / | / | -2.7 | 1428 | -17% | -1.4% | 2.1 | 4.3 | 9.0 | i | 22
O=S(=O)(c1ccc(S(=O)(=O)N2CCC3(CC2)OCCO3)cc1)N1CCCC1 | -0.03 | 993 | 0.18 | 0.26 | 0.71 | -0.16 | / | / | -6 | 702 | 0.6 | 1244 | -5% | / | / | / | / | i | 29
O=C(OCn1nnc2ccccc2c1=O)c1cccnc1Cl | 0.38 | 959 | -0.51 | -0.051 | -0.15 | -0.38 | i | -3 | 8 | 786 | / | / | -1% | -0.9% | 1.4 | 1.6 | 10 | i | 33
O=C(O)/C=C/C(=O)N1CCN(c2ccc(F)cc2)CC1 | 0.55 | 1545 | -0.45 | 0.86 | -0.073 | 0.56 | i | 30 | 0 | 663 | -0.5 | 1033 | 9% | -0.9% | 4.3 | 1.6 | 2.6 | i | 51
CSc1cccc(NC(=S)N(C(C)C)C(C)c2ccccn2)c1 (stereo unspecified) | / | / | -1.1 | 0.15 | -0.45 | 0.53 | i | -6 | -7 | 718 | 0.1 | 1029 | -12% | 0.4% | 2.9 | 1.7 | 1.1 | i | 36
O=C(NCCO)C1CCN(C(=O)c2ccc(-c3ccccc3)cc2)CC1 | 0 | 1656 | 0.2 | -0.25 | 0.14 | 0.98 | i | 0 | 0 | 665 | 0.4 | 909 | -2% | 2.1% | 2.6 | 1.3 | 3.3 | i | 44
Cc1cc(NC(=O)c2ocnc2C)no1 | 0.1 | 1546 | -0.56 | -0.34 | -0.061 | 0.7 | i | 12 | / | / | 3.7 | 1443 | -3% | -1.8% | 3.0 | 2.0 | 5.2 | i | 22
c1ccc2oc(SCc3nc4ccccc4s3)nc2c1 | 0.7 | 1232 | 0.7 | -0.25 | 0.53 | -1.2 | i | 2 | -9 | 768 | -4.2 | 1236 | -8% | 3.5% | 4.3 | 1.7 | 6.0 | i | 11
CC(=O)OCc1cc2cc(C)ccc2[nH]c1=O | 0.43 | 1056 | -0.42 | -0.19 | 0.23 | -0.45 | i | 9 | / | / | -0.8 | 1074 | -3% | -1.3% | 4.6 | 2.5 | 3.5 | i | 55
O=C(CNS(=O)(=O)c1ccccc1)Nc1ccc(C(F)(F)F)cc1 | / | / | -0.74 | -0.22 | -0.43 | 0.39 | i | -2 | -9 | 823 | -13 | 1187 | 8% | -2.5% | 2.9 | 2.3 | 6.1 | i | 51
Cc1cc(C)nc(SCC(=O)c2ccc3c(c2)OCCO3)n1 | 0.16 | 1807 | -0.46 | -0.17 | -0.41 | -0.41 | i | -20 | -15 | 672 | 2.4 | 1053 | 12% | -1.0% | 3.7 | 2.1 | 4.6 | i | 34
CCOC(=O)c1ccccc1NC(=O)c1cc2sccc2n1C | / | / | -1.1 | -0.28 | -0.32 | 1 | i | 6 | -6 | 686 | -1.3 | 1114 | 14% | -1.6% | 1.7 | 0.6 | 33 | i | 17
CCC(=O)Nc1ccc(Nc2nc(Cl)nc(Nc3ccc(NC(=O)CC)cc3)n2)cc1 | 0.49 | 1322 | -0.78 | -0.24 | -0.55 | 1.1 | i | 2 | -3 | 680 | -3.0 | 1034 | -14% | 1.2% | 1.5 | 1.9 | 7.0 | i | 43
C/C(=N/NC(=O)c1ccc(Cl)s1)c1ccc(NC(=O)COc2ccc(Cl)cc2)cc1 | -0.64 | 1792 | -0.23 | -0.18 | -0.29 | -1.2 | i | 17 | -14 | 678 | 2.5 | 1061 | 10% | -2.1% | 2.5 | 1.7 | 8.3 | i | 28
CCOc1ccc(N2C(=O)CC(N3CCN(c4ccccc4F)CC3)C2=O)cc1 (stereo unspecified) | 0.12 | 1437 | -0.59 | -0.2 | 0.15 | 0.56 | i | 17 | / | / | -0.8 | 1158 | -14% | -0.1% | 3.7 | 1.9 | 9.2 | i | 34
O=C(Nc1ccc(N2CCOCC2)cc1)c1cccc(S(=O)(=O)N2CCCCCC2)c1 | 1.4 | 1114 | 1.5 | -0.36 | 1 | 0.07 | i | 17 | 17 | 670 | -2.4 | 1064 | -10% | -1.0% | 8.2 | 1.4 | 13 | i | 18
COc1cccc(C2CC(C(F)(F)F)n3nc(C(=O)NCc4cccnc4)cc3N2)c1 (stereo unspecified) | -0.38 | 1181 | -3.6* | 0.34* | -1.9* | 0.14* | i | -5 | 0 | 769 | 2.7 | 1167 | 12% | 1.0% | 3.1 | 2.1 | 4.5 | i | 8
O=C1C2C(C(=O)N1c1ccc3c(c1)OCO3)C1C=CC2C12CC2 (stereo unspecified) | -0.14 | 1262 | -0.17 | -0.23 | 0.2 | -0.65 | i | 4 | -28 | 716 | -1.8 | 1196 | -2% | 0.6% | 1.8 | 1.3 | 0.6 | i | 6
COc1ccc(-n2c(-c3cccc(C)c3[N+](=O)[O-])n[nH]c2=S)cc1 | -0.62 | 1476 | -0.78 | -0.19 | 0.09 | 0.14 | i | 11 | / | / | 0.0 | 1389 | 7% | -1.5% | 2.2 | 1.2 | 6.6 | i | 7
COc1ccccc1OCCCn1c(=O)oc2ccccc21 | 1.3 | 1280 | -0.45 | -0.3 | -0.17 | 0.76 | i | -2 | 5 | 686 | / | / | -5% | 0.7% | 2.8 | 1.7 | 0.7 | i | 37
CC(=O)c1ccc(Sc2ccccc2)cc1 | 0.5 | 1882 | -0.49 | -0.2 | -0.55 | -0.32 | i | 21 | 30 | 634 | -1.2 | 1092 | 6% | 0.8% | 2.3 | 2.2 | 7.5 | i | 38
CN/N=C(\Cc1nc2ccccc2[nH]1)c1ccc([N+](=O)[O-])cc1 | -1.1 | 1156 | 0.089 | 0.065 | 0.36 | -0.81 | i | -3 | -13 | 664 | 0.8 | 1118 | 0% | -1.3% | 5.2 | 2.8 | 8.8 | / | /
Cn1nccc1NC(=O)CSCC(=O)O | 0.33 | 1334 | 0.2 | -0.19 | -0.0083 | -0.086 | / | / | 1 | 719 | 2.6 | 943 | -8% | / | / | / | / | i | 17
COc1cc(/C=N/NC(=O)Cn2cnc3c2c(=O)n(C)c(=O)n3C)ccc1O | 0.06 | 1170 | 0.56 | -0.22 | -0.13 | -0.17 | / | / | 23 | 786 | -1.8 | 1286 | -2% | / | / | / | / | i | 26
COc1cc(C(=O)Nc2ccc(-n3cnnn3)c(C)c2)cc(OC)c1OC | 0.14 | 1313 | 0.028 | -0.25 | 0.33 | -0.48 | i | 7 | -1 | 708 | -1.0 | 1092 | -4% | -1.5% | 2.0 | 2.8 | 0.7 | i | 12
COC(=O)CNC(=O)CSc1nc(N)cc(=O)[nH]1 | / | / | -0.34 | -0.23 | 0.41 | 0.4 | i | -12 | -5 | 736 | -0.2 | 1122 | 1% | -0.2% | 1.4 | 1.5 | 3.3 | i | 43
COc1cc(C2NC(=O)NC(C)=C2C(C)=O)cc(OC)c1OC (stereo unspecified) | 0.29 | 1471 | 2.3 | 0.15 | 1.6 | -1.3 | i | -5 | -2 | 689 | 1.1 | 943 | 4% | -2.0% | 2.2 | 1.5 | 9.7 | i | 14
COc1ccc(Cc2c(O)nc(SCC(=O)NC(C)(C)C)[nH]c2=O)cc1 | -0.29 | 1536 | -0.67 | -0.24 | -0.5 | 1.4 | i | 0 | 3 | 715 | -1.7 | 1037 | -6% | -0.6% | 2.7 | 1.7 | 9.4 | i | 58
CCOC(=O)c1cccc(N2C(=O)C3C(C(=O)NC4CC4)C4(C)C=CC3(O4)C2C(=O)NC(C)(C)C)c1 (stereo unspecified) | 0.16 | 950 | -0.93 | -0.27 | -0.54 | 0.72 | i | -12 | 4 | 770 | / | / | -6% | -0.4% | 2.6 | 2.4 | 10 | i | 31
CCc1ccccc1NC(=O)CCc1nc(-c2ccc(C)cc2)no1 | 0.44 | 1207 | 0.1 | 0.039 | 0.45 | 0.93 | i | -6 | -3 | 718 | -2.2 | 1134 | 5% | / | 5.0 | 1.7 | 7.5 | i | 36
O=C(c1ccc(Sc2cccc(Cl)c2)c([N+](=O)[O-])c1)N1CCN(c2ccccn2)CC1 | 0.55 | 1128 | -0.99 | -0.25 | -0.72 | 1.5 | i | 10 | -14 | 757 | -1.3 | 1083 | 6% | 1.2% | 3.0 | 2.6 | 4.5 | i | 36
